# hIAP inh: human IAP inhibition. AID 2544. 330,000 tested, 0.12% active. inhibition, % at 10 µM. purified IAP, CDP-Star luminescence, 30 min. P09923;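 active means inhibition reaching a set limit with compound at 10 µM in the primary screen, cut at about 35% in these data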;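 further: plate controls were DMSO wells with enzyme for no effect and no-enzyme buffer wells for full effect; values of inactives mirror those of a sister screen read the other way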
# Target sequence (P09923 whole entry, looked up): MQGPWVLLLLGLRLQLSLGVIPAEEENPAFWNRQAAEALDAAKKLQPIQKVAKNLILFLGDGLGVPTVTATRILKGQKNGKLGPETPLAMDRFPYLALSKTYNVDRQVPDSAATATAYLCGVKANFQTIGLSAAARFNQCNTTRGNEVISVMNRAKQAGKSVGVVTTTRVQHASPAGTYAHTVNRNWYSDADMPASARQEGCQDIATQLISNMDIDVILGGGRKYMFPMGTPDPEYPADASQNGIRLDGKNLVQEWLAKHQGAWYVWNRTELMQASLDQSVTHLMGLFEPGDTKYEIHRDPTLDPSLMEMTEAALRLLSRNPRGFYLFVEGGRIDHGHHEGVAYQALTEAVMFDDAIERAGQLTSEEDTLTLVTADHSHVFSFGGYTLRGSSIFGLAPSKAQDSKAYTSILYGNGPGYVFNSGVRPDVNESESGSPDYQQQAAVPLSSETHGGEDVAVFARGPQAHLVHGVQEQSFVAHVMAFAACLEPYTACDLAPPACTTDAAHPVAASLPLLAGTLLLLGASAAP
# ATG4B inh: ATG4B (human) cysteine protease inhibition; inhibition, % at 8.33 µM; ATG4B cleavage of LC3-PLA2, NBD-HPC fluorescence, 1 h; Q9Y4P1; AID 504462; 340,000 tested, 0.51% active; in the data active means inhibition above about 40%
# APOBEC3A inh: human APOBEC3A DNA deaminase inhibition. recombinant A3A, FAM/TAMRA ssDNA deamination fluorescence. inhibition, % at 20 µM. P31941. 330,000 tested, 0.41% active;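 active means at least 40% inhibition at 20 µM here, with at most 30% in a related deaminase screen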;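 further: plate controls were A3A with DMSO for no effect and wells lacking A3A enzyme for full effect; some results filed as inactive read as strong as hits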
# Target sequence (P31941 whole entry, looked up): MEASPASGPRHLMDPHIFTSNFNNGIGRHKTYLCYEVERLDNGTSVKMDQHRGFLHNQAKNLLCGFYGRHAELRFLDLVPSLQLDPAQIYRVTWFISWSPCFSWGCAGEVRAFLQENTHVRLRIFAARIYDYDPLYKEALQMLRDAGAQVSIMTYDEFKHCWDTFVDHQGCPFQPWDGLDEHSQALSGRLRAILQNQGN
# mIAP block: mouse IAP inhibition. purified mouse IAP, CDP-Star luminescence, 30 min. inhibition, % at 10 µM. 330,000 tested, 0.2% active. AID 2806;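 active means inhibition of at least 40% at 10 µM in the primary screen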;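 further: plate controls were DMSO with enzyme for no effect and no enzyme wells for full effect; values of inactives mirror those of a sister screen read the other way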
# hIAP act: human IAP activation. P09923. purified human IAP, CDP-Star luminescence, 30 min; stronger effect = higher value; 1 = vehicle-only enzyme, 0 = enzyme-free background. activation factor at 10 µM. 330,000 tested, 0.16% active. AID 2524;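 active means activation factor of the enzyme at least 2-fold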; further: the source names both 10 and 20 µM as test concentration; values of inactives mirror those of a sister screen read the other way
# mIAP activ: mouse IAP activation; muIAP, CDP-Star luminescence, 30 min; stronger effect = higher value; 1 = vehicle-only enzyme signal, 0 = enzyme-free wells; activation factor at 10 µM; AID 2805; 330,000 tested, 0.24% active;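 active means activation factor of at least 2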; further: the source names both 10 and 20 µM as test concentration; values of inactives mirror those of a sister screen read the other way
#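 System: mouse IAP enzyme. Reagent: CDP-Star chemiluminescent phosphatase substrate. Benchmarks: DMSO wells, no-enzyme wells. Times: 30 min enzyme-substrate-compound incubation at room temperature. Detection: luminescence from enzymatic CDP-Star hydrolysis. Doses: test compounds delivered from DMSO solution.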
# beta cell repl: MIN6 beta-cell proliferation induction. MIN6 cells proliferation, ATPlite luminescence, 48 h; cells starved in 0.2% serum; 100% = growth in 10% serum. AID 2380. 330,000 tested, 0.29% active. proliferation, % at 10 µM;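 active means compounds whose signal lies at least 3.5 SD above the mean of all wells on their plate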;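 further: 0% = DMSO-treated cells in low-serum medium and 100% = 10% serum control; some compounds called inactive have numbers as strong as hits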
# MPTP block: blocks calcium-induced mitochondrial swelling; inhibition, % at 10 µM; 360,000 tested, 1.4% active; AID 602449; isolated mouse mitochondria, Ca2+ swelling absorbance, 30 min;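 active means inhibition of 50% or more, scaled per plate between neutral and stimulator controls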;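 further: 0% = DMSO wells given calcium and 100% = 1 mM EGTA wells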
# A3G deaminase: inhibitors of human APOBEC3G DNA deaminase | Q9HC16 | recombinant A3G, ssDNA deamination FAM/TAMRA fluorescence | inhibition, % at 20 µM | 330,000 tested, 0.28% active | AID 493012;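 active means inhibition of at least 40% at 20 µM, with no more than 30% in the related APOBEC3A deaminase screen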;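 further: plate controls were DMSO wells with A3G for no effect and wells lacking A3G enzyme for full effect; some compounds called inactive have numbers as strong as hits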
# Target sequence (Q9HC16 whole entry, looked up): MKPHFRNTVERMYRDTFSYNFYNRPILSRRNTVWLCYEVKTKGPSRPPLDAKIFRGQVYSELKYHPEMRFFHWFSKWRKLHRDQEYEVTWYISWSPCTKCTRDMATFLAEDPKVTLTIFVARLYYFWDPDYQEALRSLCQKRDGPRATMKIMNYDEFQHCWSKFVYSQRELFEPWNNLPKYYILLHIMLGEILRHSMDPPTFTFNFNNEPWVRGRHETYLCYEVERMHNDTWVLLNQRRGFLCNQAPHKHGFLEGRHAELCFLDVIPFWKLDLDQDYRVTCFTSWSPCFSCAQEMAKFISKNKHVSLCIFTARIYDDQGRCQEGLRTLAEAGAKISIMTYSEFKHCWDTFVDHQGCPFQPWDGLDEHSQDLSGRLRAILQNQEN
# * marks the source's active call; other numbers are inactive results.
# A first look (2 entries):
SMILES,hIAP inh,ATG4B inh,APOBEC3A inh,mIAP block,hIAP act,mIAP activ,beta cell repl,MPTP block,A3G deaminase
COC(=O)c1ccc(OCCOc2ccccc2C)cc1,5,1,-4,1,0.95,0.99,-3,0.0,-7
O=C(COC(=O)c1ccc([N+](=O)[O-])o1)Nc1ccc(Br)cc1F,-4,1,-3,-7,1,1.1,-5,0.3,-8

# This part in full (from the top)
SMILES,hIAP inh,ATG4B inh,APOBEC3A inh,mIAP block,hIAP act,mIAP activ,beta cell repl,MPTP block,A3G deaminase
COC(=O)c1ccc(OCCOc2ccccc2C)cc1,5,1,-4,1,0.95,0.99,-3,0.0,-7
O=C(COC(=O)c1ccc([N+](=O)[O-])o1)Nc1ccc(Br)cc1F,-4,1,-3,-7,1,1.1,-5,0.3,-8
COC(=O)Cn1cc(C#N)c2ccccc21,-1,3,28,0,1,1,-1,-2.3,3
CC(=O)N1N=C(c2ccc(C)cc2)OC1c1cccnc1 (configuration not stated),-16,2,3,4,1.2,0.96,-1,-0.9,-10
COc1cnn(-c2ccc(C)cc2)c(=O)c1Cl,5,0,-3,4,0.95,0.96,-2,0.9,-6
Cc1ccc(C(=O)OCC(=O)NC2CCCCC2)cc1S(=O)(=O)N1CCCCC1,16,-1,1,5,0.84,0.95,5,-1.7,-3
COc1ccccc1-c1ccc(/C=C2/C=C(CC(C)C)OC2=O)o1,6,-4,-2,-7,0.94,1.1,-6,1.6,0
CCOc1ccc(C(=O)NC2C(=O)N3C(C(=O)O)=C(COC(C)=O)CSC23)cc1OCC (configuration not stated),-5,1,8,9,1.1,0.91,1,-1.7,2
CCc1nccn1CCC(=O)NC1CC(C)(C)Cc2c1cnn2-c1ccc(OC)cc1 (configuration not stated),3,-13,-4,2,0.97,0.98,-4,-0.6,-6
CCOC(=O)C1=C(C)Nc2ccccc2N=C1NC(=O)C(c1ccccc1)c1ccccc1,-4,-15,-4,-36,1,1.4,-3,-1.0,-11
Cc1ccc(-c2c(C)sc(=NC(=O)c3ccco3)n2C)cc1,9,-3,2,10,0.91,0.9,-4,0.8,-2
COc1ccc(-c2noc(CN3CCN(C(=O)c4cccs4)CC3)n2)c(OC)c1OC,-2,0,-3,3,1,0.97,1,-2.3,-6
CCCc1cc(=O)[nH]c(SCC(=O)c2c(N)n(C3CC3)c(=O)[nH]c2=O)n1,3,0,-7,9,0.97,0.91,-6,-0.4,-9
O=C(c1cc(COc2ccc(F)c(F)c2)on1)N1CCSCC1,-24,-4,-1,0,1.2,1,-4,-0.2,-2
COc1ccc(C(=O)Nc2cc(C)nn2-c2cccc(F)c2)cc1OC,11,-5,2,-6,0.89,1.1,-3,0.6,-1
Oc1ccccc1N1CCN(c2ncnc3scc(-c4ccccc4)c23)CC1,5,-9,-4,9,0.95,0.91,-6,1.1,-11
Cc1cc(C(=O)NNS(=O)(=O)c2cccc(Cl)c2)nn1C(C)(C)C,1,-12,-1,4,0.99,0.96,-1,1.4,-5
CCCCN1C(=O)C2C(c3ccc(OC)cc3O)NC(CC(C)C)(C(=O)O)C2C1=O (configuration not stated),-50,-1,-4,-11,1.5,1.1,-2,-1.0,-6
COCCn1c(C)cc(/C=N/NC(=O)c2cccnc2)c1C,-19,1,3,-9,1.2,1.1,3,0.2,-5
O=C(NCCc1ccccc1)C(=O)NCCC1CCCCN1S(=O)(=O)c1ccccc1 (configuration not stated),3,-6,3,8,0.97,0.93,-5,-0.3,-4
Cc1ccc2nc(NC(=S)NC(=O)c3cccs3)sc2c1,-23,-11,1,6,1.2,0.94,-3,2.4,-3
CN(C(=O)c1ccccn1)c1nnc(-c2cccnc2)s1,-12,-8,5,4,1.1,0.96,2,0.3,0
CC(C)(C)n1nnnc1C(c1cccnc1)N1CCN(C2CCCCC2)CC1 (configuration not stated),6,-4,0,12,0.94,0.88,-3,-0.7,-1
Cc1ccc2nc(SCC(=O)Nc3ccc4c(c3)OCO4)nc(=O)n2c1,-12,-8,2,-4,1.1,1,-4,-0.1,-8

# Single values from above.
# For mIAP block, Cc1ccc2nc(NC(=S)NC(=O)c3cccs3)sc2c1 has the entry 6
# For ATG4B inh, CN(C(=O)c1ccccn1)c1nnc(-c2cccnc2)s1 has the entry -8
# For hIAP act, Cc1cc(C(=O)NNS(=O)(=O)c2cccc(Cl)c2)nn1C(C)(C)C has the entry 0.99

# Going on with the list:
SMILES,hIAP inh,ATG4B inh,APOBEC3A inh,mIAP block,hIAP act,mIAP activ,beta cell repl,MPTP block,A3G deaminase
CCC1CCCCN1C(=O)c1c(-c2ccccc2)noc1C (configuration not stated),-1,3,-2,-1,1,1,-1,-0.9,-5
Cc1ccc(C(=O)O)cc1-c1ccc(/C=C2\SC(=O)N(CC(=O)Nc3ccc4c(c3)OCO4)C2=O)o1,9,6,66,30,0.91,0.7,0,0.1,34
O=C1N(Cc2cccnc2)C[C@@H]2C[C@@H](c3cccc(OC4CCCC4)c3)N3CCC[C@@]123,2,10,-1,2,0.98,0.98,-2,-1.8,0
Clc1cccc(CSc2ccc(-c3cccnc3)nn2)c1,1,-2,-6,1,0.99,0.99,4,0.2,-7
CN(C)S(=O)(=O)c1cccc(NC(=O)CSc2nncn2C)c1,-10,5,2,-1,1.1,1,-3,1.1,-5
CC(C)CCNC(=O)c1ccc2c(c1)N(Cc1ccccc1)C(=O)CS2=O (configuration not stated),-17,5,-1,3,1.2,0.97,-3,-3.4,-9
Cc1cccc(NC(=O)C2CCN(S(=O)(=O)c3c(C)c(C)cc(C)c3C)CC2)n1,3,-13,2,6,0.97,0.94,-6,-0.7,1
COC(=O)c1ccccc1NC(=O)N1CSC[C@H]1C(=O)OC,-7,-11,-5,10,1.1,0.9,-2,-0.5,-1
COc1ccccc1CCC(=O)NCCCn1ccc2ccccc21,-33,0,-8,-12,1.3,1.1,-3,0.6,-6
CC(=O)Nc1cc(C(C)C)c(O)c(C(C)C)c1,6,6,-5,-1,0.94,1,-1,5.1,-4
Cc1nc2sc(C(c3cccs3)N3CCC4(CC3)OCCO4)c(O)n2n1 (configuration not stated),22,-2,-3,-12,0.78,1.1,-2,-0.5,-6
OCC1(Cc2ccccc2)CCN(Cc2cnc(-c3cccc4ccccc34)nc2)CC1,-8,-10,0,2,1.1,0.98,-2,-1.9,-5
Cc1cc(-c2nn(-c3ccccc3F)cc2CN(C)CC(O)CO)c(C)s1 (configuration not stated),-8,0,4,-5,1.1,1.1,-2,0.5,6
Cc1cc(F)ccc1S(=O)(=O)N1CCCOC1CNC(=O)C(=O)NCCc1ccccc1 (configuration not stated),2,2,-2,3,0.98,0.97,-1,-0.6,-3
CCOC(=O)c1[nH]ncc1CN1CCCC(C(=O)c2ccc(C(C)(C)C)cc2)C1 (configuration not stated),-30,12,2,4,1.3,0.96,-2,2.0,3
CC1(C)CC(=O)c2cc(NC(=O)c3ccccc3)c(=O)oc2C1,-3,2,-1,-2,1,1,0,3.6,4
C/C(=N\NC(=O)COc1ccc(C(C)(C)C)cc1)c1ccc2c(c1)OCCO2,6,-11,-1,5,0.94,0.95,0,-0.2,-2
C/C(=N/NC(=O)CNC(=O)c1cccc(F)c1)c1ccc2c(c1)CCCC2,-12,-6,-2,-1,1.1,1,-1,-1.0,-7
CCOc1ccccc1NC(=O)CCS(=O)(=O)c1cccc2nonc12,-8,-13,3,1,1.1,0.99,2,0.0,1
CC(=O)c1cccc(NC(=O)C(=O)c2cn(CC(=O)N3CCCCC3)c3ccccc23)c1,-2,-29,-1,4,1,0.96,1,-0.3,-3
CC(C)c1nn2c(N)c(/C=C3\C=Nc4ccccc43)c(=O)nc2s1,6,-5,-1,4,0.94,0.96,0,5.9,-3
O=C(CCN1C(=O)C2C3CCC(C3)C2C1=O)OCC(=O)c1ccc(Cl)cc1 (configuration not stated),10,-7,-2,1,0.9,0.99,1,-0.3,-8
COc1cccc(C(=O)NCCS(=O)(=O)NCc2cccnc2)c1,-2,7,-4,1,1,0.99,-2,-0.5,-10
Cc1cccc(/C(N)=N/OC(=O)c2ccc(Br)o2)c1,26,-4,-3,6,0.74,0.94,-3,-0.2,-7
Cc1cc(OCC(=O)NNC(=S)NC(=O)c2ccc(Br)o2)ccc1Cl,-29,-1,-1,20,1.3,0.8,-7,5.5,2
CC(=O)Nc1ccc(S(=O)(=O)Nc2cccc(-n3c(C)nc4ccccc4c3=O)c2)cc1,12,-13,-2,-3,0.88,1,3,-0.6,-7
COc1ccccc1N1CCN(C2CCCN(C(=O)CCC(=O)N(C)C)C2)CC1 (configuration not stated),-6,10,-5,4,1.1,0.96,-3,0.4,-6
CC(=O)N(C(C)=O)n1c(/C=C/c2ccc([N+](=O)[O-])cc2)nc2ccccc2c1=O,-7,18,2,-8,1.1,1.1,0,0.5,-7
CCC(=O)N1CCc2cc(Br)cc(S(=O)(=O)NCCCN(CC)Cc3ccccc3)c21,11,-12,-1,-2,0.89,1,0,0.9,-9
COC(=O)CCCCCCCCCC[N+]1(C)CCCCC1,10,19,44*,3,0.9,0.97,0,-0.2,22
CC1(c2ccc3c(c2)OCCO3)NC(=O)N(CC(=O)c2ccc[nH]2)C1=O (configuration not stated),-4,5,3,-5,1,1.1,-4,-0.3,4
Cc1cnc([N+](=O)[O-])n1CCOC(=O)NC(=O)c1ccccc1Cl,6,-7,-4,0,0.94,1,3,-0.5,-8
CCOC(=O)[C@@H]1[C@H]2COc3ccccc3[C@H]2N2C(=O)N(c3ccc(Cl)cc3)C(=O)[C@]12C,2,-9,4,6,0.97,0.94,-4,1.0,0
CN=C1S/C(=C\c2cc(C)n(-c3ccccc3F)c2C)C(=O)N1C,-2,1,0,2,1,0.98,-6,0.5,0
CCOc1ncccc1C(=O)NCCc1c[nH]c2ccccc12,-2,-2,1,-5,1,1.1,8,0.5,-8
O=C(CNC(=O)C(c1ccccc1)c1ccccc1)OCc1ccccc1,6,-3,0,8,0.94,0.92,0,3.4,-7
O=C1N[C@@H](Cc2ccccc2)C(=O)N2[C@H]1C[C@]1(Br)c3ccccc3N(S(=O)(=O)c3ccc(F)cc3)[C@H]21,7,-12,-1,5,0.93,0.95,-3,0.4,5
COc1ccc(C(=O)CCC(=O)N2CCN(c3ccc(C)cc3)C(C)C2)cc1 (configuration not stated),-7,-2,-1,4,1.1,0.96,-2,-0.3,-3
CC(=O)N1CCc2cc(S(=O)(=O)NC(C(=O)NC(C)c3ccccc3)C(C)C)ccc21 (configuration not stated),-9,4,-2,-2,1.1,1,1,0.2,-2
CCOC(=O)N1C(=O)[C@](CC)(c2ccccc2)N1C(=O)OCC,8,-5,-1,2,0.92,0.98,12*,-1.1,-14
CN(C)S(=O)(=O)N1CCC(Oc2cccc(C(=O)NCCC3=CCCCC3)c2)CC1,-29,13,-3,-9,1.3,1.1,-6,-0.5,0
O=C(CCC(=O)c1cccs1)NC1CCCCCC1,5,-10,0,4,0.95,0.96,0,0.0,-5
O=C(NCCc1nc2ccccc2[nH]1)c1ccc([N+](=O)[O-])cc1,-6,-5,-3,6,1.1,0.94,-3,3.1,-3
CC(C(=O)NC1CCCC1)N(C(=O)CS(=O)CC(=O)Nc1ccc(F)cc1)c1ccc2c(c1)OCCO2 (configuration not stated),18,-18,-4,4,0.82,0.96,0,0.3,-5
Cc1nc(COc2ccc(C(=O)NCc3ccccc3CN3CCCCC3)cc2)cs1,-27,-1,-5,-28,1.3,1.3,-6,0.4,-1
CC(C)(CN1CCOCC1)NS(=O)(=O)c1ccccc1,25,-3,-6,13,0.75,0.87,-1,0.6,-9
CCN(CC)C(=O)C1=C(C)NC(=S)NC1c1cccs1 (configuration not stated),15,3,-3,1,0.85,0.99,2,-0.1,-5
